# MITF act: activators of MITF-driven TRPM1 promoter activity in SK-MEL-5 cells | activation, % at 12.5 µM | SK-MEL-5 TRPM1-promoter luciferase, 24 h; % of positive control, neutral wells = 0 | 0.75% of 300,000 active;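 active = mean activation of at least 80% with every replicate also reaching 80%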;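 also: 0% = neutral control wells and 100% = parthenolide positive control wells; values of inactives mirror those of a sister screen read the other way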
# CAL PDZ FP-1: human CAL PDZ-peptide interaction inhibition. Q9HD26. purified CAL PDZ, TMR-peptide fluorescence polarization, 1 h. inhibition, % at 20 µM. 0.02% of 330,000 active. AID 504414;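 active = highest replicate inhibition of at least 40%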;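 also: plate controls were DMSO neutral control wells for no effect and unlabeled competitor peptide control wells for full effect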
#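 Read-out basis: mP drop reported as inhibition | Assay system: Tagged CAL PDZ protein CerCALP, purified | Benchmarks: Unlabelled peptide for full inhibition, DMSO wells as neutral | Schedule: 1 h incubation at room temperature before polarization reading | Buffer or medium: Sodium phosphate/NaCl buffer pH 7.4 with TCEP, IgG, Thesit | Doses: Single point, 20 µM | Measured by: Fluorescence polarization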
# AddAB inh: less growth of phage-infected E. coli with AddAB | E. coli expressing H. pylori AddAB, absorbance growth | inhibition, % at 11.9 µM | 0.29% of 330,000 active; in the data active = inhibition above about 12%;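 also: 0% = vehicle wells of infected cells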
# SR-BI DiI-HDL act: SR-BI HDL lipid transfer activation. CHO ldlA[mSR-BI] cells, DiI-HDL uptake fluorescence, 3 h; 100 = double the neutral-control signal. activation, % at 12.5 µM. 0.096% of 320,000 active. AID 504775;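 active = mean replicate activation of at least 60% and every replicate at or above 60%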;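 also: 0% = median plate neutral-control signal and 100% = twice that signal; values of inactives mirror those of a sister screen read the other way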
#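 material = CHO ldlA[mSR-BI] cells | medium = Ham's F12 with 0.5% BSA, HEPES 25 mM, pH 7.4 | reagent = fluorescent DiI-HDL, 10 µg/mL final | compound dosing = single-point compound dose | incubation = 3 h, 37 °C | measured by = bottom-read fluorescence, 550/595 nm | measure = HDL uptake via cellular fluorescence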
# phage Ecoli inh: E. coli growth loss with phage present; growth absorbance; inhibition, % at 11.9 µM; 0.26% of 360,000 active; in the data active = inhibition above about 11%
# Ecoli viability: counter-screen for AddAB inhibitors: E. coli growth inhibition. AID 449728. E. coli V3065 growth, OD600 absorbance, 18 h. inhibition, % at 11.9 µM. 0.27% of 330,000 active;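 active = inhibition above the campaign's mean inhibition across all tested compounds plus 3 SD, cut at about 9.9% in these data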;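 also: uninfected addAB+ strain grown without phage in ampicillin broth; 0% = DMSO wells and 100% = ciprofloxacin 0.95 µg/ml wells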
# CAL PDZ FP-2: inhibitors of human CAL PDZ peptide binding. Q9HD26. purified CAL PDZ, TMR-peptide fluorescence polarization, 1 h. inhibition, % at 24.9 µM. 0.92% of 300,000 active. AID 602252;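 active = mean inhibition of at least 30% with at least half of replicates also reaching 30%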;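 also: 0% = DMSO neutral control and 100% = excess unlabeled competitor peptide PRC23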
# Tat export inh: blocks Tat-dependent protein export in E. coli; inhibition, % at 10 µM; E. coli MC4100 TorA-mCherry Tat export, fluorescence; 0.036% of 340,000 active; AID 488895;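 active = mean replicate inhibition at least 50% and at least half of replicates individually reaching 50%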;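 also: exported cargo escapes ClpAP degradation while cytoplasmic cargo is degraded and loses fluorescence; 0% = median of neutral control wells and 100% = median of NaSCN control wells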
# SR-BI HDL uptake: blocks mouse SR-BI lipid uptake from DiI-HDL; Q61009; 0.96% of 320,000 active; ldlA[mSR-BI] CHO cells, DiI-HDL uptake fluorescence, 3 h; AID 488896; inhibition, % at 12.5 µM;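 active = mean replicate inhibition of at least 70% and a set share of replicates each scoring 70 or more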;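 also: 0% = median of neutral control wells and 100% = median of positive control wells; values of inactives mirror those of a sister screen read the other way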
# Target sequence (Q61009 whole entry, looked up): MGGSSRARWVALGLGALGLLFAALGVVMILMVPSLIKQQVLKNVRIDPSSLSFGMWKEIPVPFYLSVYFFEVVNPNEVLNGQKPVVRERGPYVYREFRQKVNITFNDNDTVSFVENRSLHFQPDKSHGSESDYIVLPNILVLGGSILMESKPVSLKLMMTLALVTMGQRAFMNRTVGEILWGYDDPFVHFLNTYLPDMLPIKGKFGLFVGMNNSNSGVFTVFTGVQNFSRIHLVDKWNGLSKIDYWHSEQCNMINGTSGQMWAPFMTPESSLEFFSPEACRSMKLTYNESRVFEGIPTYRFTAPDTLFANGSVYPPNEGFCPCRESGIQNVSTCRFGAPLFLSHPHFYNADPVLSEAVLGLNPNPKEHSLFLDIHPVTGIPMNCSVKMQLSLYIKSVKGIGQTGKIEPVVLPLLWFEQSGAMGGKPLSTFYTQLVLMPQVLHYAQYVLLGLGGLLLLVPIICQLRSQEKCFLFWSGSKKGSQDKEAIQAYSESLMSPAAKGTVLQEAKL
# Wnt bcat act: activates Wnt/beta-catenin signaling in a reporter cell assay; activation, % at 9.35 µM; 1.2% of 300,000 active; activator, plate reader; AID 743398; in the data active = activation above about 30%, passing the limit was not always enough;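 also: 0% = neutral control wells and 100% = positive control wells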
# Numbers without * were called inactive; · = no result given.
# Start of the data: the first 2 entries (preview)
SMILES,MITF act,CAL PDZ FP-1,AddAB inh,SR-BI DiI-HDL act,phage Ecoli inh,Ecoli viability,CAL PDZ FP-2,Tat export inh,SR-BI HDL uptake,Wnt bcat act
CCOC(=O)CC1=CC(C)(CC(=O)OCC)C(C#N)(C#N)C(N)=C1C#N (stereo not drawn),1.8,0.5,-1.1,8.4,0.8,-0.5,-1.6,0.9,-8.4,·
C=C(C)COc1ccc(-c2nc(N)ncc2-c2ccc(OC)cc2)c(O)c1,·,·,·,-28.4,0.0,·,·,6.9,28.4,8.0

# All compounds of this part, previewed entries included:
SMILES,MITF act,CAL PDZ FP-1,AddAB inh,SR-BI DiI-HDL act,phage Ecoli inh,Ecoli viability,CAL PDZ FP-2,Tat export inh,SR-BI HDL uptake,Wnt bcat act
CCOC(=O)CC1=CC(C)(CC(=O)OCC)C(C#N)(C#N)C(N)=C1C#N (stereo not drawn),1.8,0.5,-1.1,8.4,0.8,-0.5,-1.6,0.9,-8.4,·
C=C(C)COc1ccc(-c2nc(N)ncc2-c2ccc(OC)cc2)c(O)c1,·,·,·,-28.4,0.0,·,·,6.9,28.4,8.0
CN(C)c1ccc(N=Nc2ccc(S(=O)(=O)O)cc2)c2ccccc12,-7.9,-0.9,0.2,20.7,3.2,0.1,-0.6,4.4,-20.7,-2.5
O=C(CSc1nnc(-c2ccccc2F)o1)NC1CC1,25.2,-0.1,2.0,3.8,5.5,0.8,0.5,-3.8,-3.8,11.4
COCc1nc2ccccc2n1CCCOc1ccccc1,·,-0.4,-0.2,5.4,2.9,-3.2,-4.9,4.7,-5.4,-2.0
O=C(Nc1ccc(F)cc1F)c1ccccc1NC(=O)C1CC=CCC1C(=O)O (stereo not drawn),8.0,-3.5,-1.4,17.1,0.8,0.6,-1.6,-6.4,-17.1,0.8
C=CCC(C#Cc1ccc(C)cc1)N(CC)CC (stereo not drawn),-3.6,-0.1,2.7,15.9,2.9,1.1,·,-2.1,-15.9,·
CCCn1nnnc1COc1ccc(C(N)=O)cc1,0.6,-0.2,-1.0,7.8,1.8,-0.8,-7.4,-0.5,-7.8,0.2
Cc1cc(C(=O)N[C@H](c2ccccc2)[C@@]2(C)C[C@@H]2[C@@H](C)C(=O)Nc2ccc3ccccc3c2)no1,11.2,-3.3,0.2,-6.2,2.1,0.4,3.2,-0.7,6.2,2.7
O=C(O)COCC(=O)Nc1ccc2c(c1)ncn2CCc1ccccc1,5.6,1.0,0.4,0.0,0.7,-1.7,-1.1,0.4,0.0,-1.4
CCOC(=O)CN1C2=NCCN2c2ccccc21,·,0.0,2.2,29.6,5.9,1.6,-4.5,-7.4,-29.6,-1.2
O=C(O)C1CC=CCC1C(=O)N1CC=C(c2ccccc2)CC1 (stereo not drawn),-0.5,0.0,0.0,6.2,5.2,-0.1,-1.9,3.2,-6.2,-1.7
COC(=O)CSc1ncnc2scc(-c3ccccc3)c12,-6.3,-2.1,-0.7,2.5,0.8,-1.1,6.1,-3.6,-2.5,17.9
O=C(CC(O)c1ccccc1)Nc1ccccn1 (stereo not drawn),-0.4,0.0,·,13.6,0.5,·,-1.2,2.0,-13.6,4.1
Cc1sc2ncn(CC(=O)N3CCN(c4ccccc4F)CC3)c(=O)c2c1S(=O)(=O)N1CCOCC1,0.6,-1.7,3.2,·,1.1,0.1,2.5,-3.0,·,-1.3
COc1ccc(/C=C2/SC(=S)N(CCCC(=O)N3CCN(C)CC3)C2=O)cc1,-14.1,-2.7,-0.3,-4.6,2.4,-4.8,-3.7,6.3,4.6,-2.5
Cc1ccc(OCc2ccc(C(=O)Nc3nccs3)o2)cc1,·,-1.8,3.0,-1.0,3.1,1.7,-0.8,-8.7,1.0,·
CC(C)OP(=O)(OC(C)C)C(Nc1ccccc1)c1cccc2c1OCO2 (stereo not drawn),-4.3,0.5,2.1,34.3,1.2,-1.2,-2.8,7.2,-34.3,-1.8
Cc1ccc(C)c(COC(=O)c2cc([N+](=O)[O-])ccc2N2CCOCC2)c1,1.7,-3.6,-1.4,-49.7,0.8,-0.7,-1.6,9.9,49.7,-0.1
NC(=O)c1cccnc1Oc1ccc(Cl)cc1,-3.6,-0.5,-1.7,6.1,1.9,-2.3,-2.7,5.6,-6.1,-3.7
COCCNC(=O)CN(C(=O)CCC(=O)Nc1cc(C)on1)c1cccc(C)c1C,13.8,-1.4,2.5,11.1,0.9,-0.7,-6.5,-2.4,-11.1,-2.6
CCCc1cc(=O)[nH]c(=S)[nH]1,-11.2,-0.1,-0.6,-2.5,3.6,-1.0,-5.5,-2.2,11.8,-0.5
CN(c1cccc(NC(=O)CN(c2cccc(Cl)c2)S(=O)(=O)c2ccccc2)c1)S(C)(=O)=O,-5.4,-0.8,2.2,-30.7,0.3,0.3,-0.3,-2.3,30.7,·
Cc1ccc(-n2[nH]c(C)c(/C=N/NC(=O)c3ccc([N+](=O)[O-])cc3)c2=O)c(C)c1,·,·,4.8,·,3.3,5.1,·,·,·,0.2
O=C(Nc1ccc(NC(=O)C2CCCCC2)nc1)c1ccco1,57.4,·,1.6,8.4,2.6,-0.2,2.4,8.5,-8.4,·
CCCCn1c(N)c(N(CC(C)C)C(=O)C2CC(=O)N(c3ccc(CC)cc3)C2)c(=O)[nH]c1=O (stereo not drawn),1.1,0.7,1.5,9.9,4.0,1.3,-20.9,-5.8,-9.9,3.4
COc1ccc(S(=O)(=O)N2CCCC(C(=O)NC3CC3)C2)cc1OC (stereo not drawn),4.7,-2.0,2.8,5.8,3.0,0.2,-1.8,-3.1,-5.8,0.9
O=C(OCc1cc2ccccc2[nH]c1=O)c1ccco1,-2.6,-1.7,2.5,22.6,3.3,3.2,-3.1,11.1,-22.6,20.1
CSc1nc2nccc(-c3ccc(Cl)cc3)n2n1,3.9,0.0,2.1,-1.8,1.2,3.5,-0.3,-3.9,1.8,·
COc1ccccc1NC(=O)Cc1nnc(SCC(=O)c2ccccc2)n1C,·,-3.3,1.3,·,2.2,0.8,-5.7,1.6,·,-0.2
COc1ccc(C(=O)NC(C)c2ccc(-n3ccnc3)cc2)c(OC)c1 (stereo not drawn),-16.3,-0.7,0.1,-22.5,2.5,0.2,·,3.7,22.5,-1.9
COc1cccc(C(c2c(C)[nH]n(-c3ccccc3)c2=O)c2c(C)[nH]n(-c3ccccc3)c2=O)c1OC,-5.5,-0.1,4.4,-4.7,2.6,-0.2,6.5,-14.3,4.7,·
Cc1ccc(/C=C(\NC(=O)c2ccccc2)C(=O)NCCN2CCOCC2)o1,0.2,-1.3,6.2,3.0,0.5,0.5,1.6,0.9,-3.0,-1.2
Cc1cc(C)n(-c2nc(-c3cccc(Cl)c3)cs2)n1,·,-1.7,5.4,-8.6,2.5,0.4,-0.4,-2.7,8.6,-2.1
O=C(N/N=C/c1c(Cl)[nH]c2ccccc12)c1ccc2c(c1)OCCO2,·,·,-0.3,·,4.7,1.8,·,·,·,-2.2
CCOC(=O)Cc1nn(C(C)C)c(=O)c2ccccc12,-6.3,-0.5,-2.9,8.6,2.1,-1.4,·,3.4,-8.6,-0.5
S=C(Nc1ccccc1)Nc1ccc(Br)cn1,-3.9,-0.7,-2.0,-12.4,4.1,-1.8,1.3,6.3,12.4,5.8
CCOC(=O)c1c(-c2ccc(C)cc2)csc1NC(=O)CCN1CC(C)OC(C)C1 (stereo not drawn),-11.9,0.2,3.9,-19.6,-1.7,-0.7,-5.3,11.4,19.6,-2.8
c1ccc(CC2CNc3ccccc3CN2)cc1 (stereo not drawn),-7.2,-0.4,-2.6,21.2,2.2,-0.1,-1.9,-3.5,-21.2,·
COc1ccc(CC(=O)Nc2cccc(C(=O)Nc3ccccc3C(=O)O)c2)cc1OC,-4.5,-5.9,3.6,5.4,-0.2,0.0,-9.0,1.6,24.6,3.7
CN(C)S(=O)(=O)c1cccc(NC(=O)c2ccc(COc3ccccc3)cc2)c1,-8.1,-1.7,0.1,-45.0,4.2,1.4,7.4,-0.4,45.0,-3.0
O=C(Nc1nccs1)c1ccccn1,51.0,-3.3,-3.5,41.5,1.8,-4.4,-1.0,3.4,-41.5,8.3
Cc1ccc(NC(=O)c2c(C)noc2-c2snnc2C)cc1,-0.1,-1.7,1.8,-19.1,1.0,-1.5,-3.6,-2.4,19.1,2.3
CC(=O)/C=C(\C)Nc1ccccc1O,-4.7,-0.1,-3.0,15.6,-1.8,-2.8,8.8,11.3,-15.6,0.8
Cc1cc(C(=O)N/N=C/c2ccccn2)n[nH]1,-3.6,-2.3,0.5,21.9,1.3,0.7,-0.1,1.9,-21.9,12.6
O=C(NCC1CCCN1S(=O)(=O)c1ccccc1)c1cccc(Cl)c1 (stereo not drawn),3.3,-1.8,-0.3,0.7,1.3,-1.8,-3.4,3.8,-0.7,-0.7
O=C(OCc1nnc(-c2ccc([N+](=O)[O-])cc2)o1)C1CCN(C(=O)c2ccc(Cl)cc2)CC1,-3.9,-3.8,·,-36.2,1.3,·,0.8,10.8,36.2,-5.2
CCN(CCn1cccn1)C(=O)c1ccc(OC2CCN(C(=O)COC)CC2)cc1,7.9,3.4,-0.5,-7.0,1.7,-0.5,-1.7,-0.1,7.0,3.8
Cc1ccc(C(=O)NNC(=O)CSc2n[nH]c(-c3cccnc3)n2)cc1,-1.9,0.3,-0.1,0.6,0.8,0.4,-4.6,13.2,-0.6,0.1
Cc1ccc(C(=O)N/N=C(\CC(C)C)c2ccccc2)cc1,15.1,-1.2,2.1,10.7,-0.4,0.9,-12.9,-2.9,-10.7,1.0
COCCN1C(=O)N[C@@H](c2ccccc2)[C@H](C(=O)OC)[C@H]1C,3.9,0.3,2.5,0.2,2.5,-0.3,-7.9,-3.0,-0.2,-3.1
Cc1ccc(NC(=O)C(OC(=O)c2ccc(F)cc2)c2ccccc2)cc1Cl (stereo not drawn),0.4,-0.7,-1.4,1.3,3.9,0.0,-1.1,22.5,-1.3,3.0
C=CCn1c(N)cc(=O)nc1SCC(=O)Nc1cccc2ccccc12,-10.0,-2.2,0.1,·,2.9,1.1,-1.1,-0.2,·,·
COc1nc(Nc2cccc(C(F)(F)F)c2)nc(OC)n1,·,-3.4,0.2,-23.5,1.1,-1.7,1.8,11.9,23.5,8.2
CN(C)c1ccc(C(=O)OCC(=O)NCCCc2ccccc2)cc1,10.3,-0.2,-0.3,14.4,0.6,-1.4,1.1,-0.8,-14.4,0.8
O=C(COC(=O)CNC(=O)c1ccc(Cl)cc1Cl)NC1CC1,-8.8,0.5,0.3,1.3,2.7,-1.1,2.2,-3.0,-1.3,-5.0
CCCCc1cc(O)c(CCCC)c(O)c1,52.9,0.7,4.2,11.7,5.4,3.7,-2.7,5.6,-11.7,·
COc1ccc(S(=O)(=O)N2CCC(C(=O)Nc3ccc(F)cc3)CC2)c2cccnc12,4.7,-0.7,5.2,-23.0,3.2,-0.1,-2.9,-3.8,23.0,-0.9

# High-throughput results (PubChem)
